# SKKanGAS inh: SKKanGAS growth inhibition. S. pyogenes SKKanGAS, kanamycin growth, BacTiter-Glo, 6 h. AID 1662. 1.3% of 300,000 active. inhibition, % at 7.5 µM;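 active = mean replicate score, as percent of positive control median, at least 50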;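 also: strain carries kanamycin resistance gene driven by streptokinase promoter and grows in 40 µg/ml kanamycin; loss of luminescence reflects streptokinase promoter inhibition or plain growth inhibition; 0% = median of DMSO wells and 100% = positive control at its reference dose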
# TRPC4 PAM: TRPC4 (mouse) allosteric potentiation; HEK293 TRPC4beta/mu-opioid, DAMGO EC20, Fluo-4 Ca2+ flux; hits give high values; B-score at 10 µM; 0.42% of 310,000 active;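 active = B-score of calcium response area above 5 SD of library B-scores, with initial fluorescence ratio within 5 SD of library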;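 also: B-score of integrated fluorescence ratio over time as area under calcium response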
# Target sequence (Q9QUQ5 whole entry, looked up): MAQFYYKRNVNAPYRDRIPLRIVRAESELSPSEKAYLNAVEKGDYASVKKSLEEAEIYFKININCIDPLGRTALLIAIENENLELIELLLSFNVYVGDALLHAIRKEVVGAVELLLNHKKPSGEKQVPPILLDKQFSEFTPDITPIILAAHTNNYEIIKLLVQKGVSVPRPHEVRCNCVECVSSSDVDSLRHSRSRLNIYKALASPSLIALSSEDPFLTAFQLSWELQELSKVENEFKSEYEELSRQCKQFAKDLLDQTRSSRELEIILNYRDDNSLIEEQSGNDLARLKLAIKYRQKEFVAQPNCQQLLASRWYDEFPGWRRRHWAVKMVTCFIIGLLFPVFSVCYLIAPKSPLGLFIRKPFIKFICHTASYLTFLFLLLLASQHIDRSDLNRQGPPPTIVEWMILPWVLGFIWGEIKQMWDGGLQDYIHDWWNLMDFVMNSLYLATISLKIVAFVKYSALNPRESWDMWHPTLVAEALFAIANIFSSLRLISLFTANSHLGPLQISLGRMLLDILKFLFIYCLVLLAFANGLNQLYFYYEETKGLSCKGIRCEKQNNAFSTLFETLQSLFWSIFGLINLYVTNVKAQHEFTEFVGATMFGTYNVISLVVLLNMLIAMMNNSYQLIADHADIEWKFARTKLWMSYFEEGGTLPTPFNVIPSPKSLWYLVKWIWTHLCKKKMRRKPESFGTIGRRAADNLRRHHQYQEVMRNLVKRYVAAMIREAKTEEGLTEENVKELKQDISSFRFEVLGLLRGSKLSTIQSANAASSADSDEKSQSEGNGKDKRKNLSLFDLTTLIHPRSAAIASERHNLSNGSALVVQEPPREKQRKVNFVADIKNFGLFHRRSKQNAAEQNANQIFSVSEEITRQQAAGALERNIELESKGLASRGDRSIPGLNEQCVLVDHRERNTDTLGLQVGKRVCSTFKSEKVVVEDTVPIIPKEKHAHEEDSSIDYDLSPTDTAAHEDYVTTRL
# TRPC4 block: TRPC4 (mouse) channel inhibition; Q9QUQ5; HEK293 TRPC4beta/mu-opioid, DAMGO-evoked Fluo4 calcium flux; hits give low values; B-score at 10 µM; 0.39% of 300,000 active;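 active = B-score over 3 SD under the library average, no early fluorescence shift, positive overall ratio signal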
#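 Material: HEK293 cells with stable TRPC4beta plus mu-opioid receptor expression / Probe or stimulus: DAMGO in two steps, submaximal then maximal / Compound: single concentration per test compound / Technique: kinetic Fluo4 fluorescence imaging of calcium influx / Read-out: per-well B score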
# MrgX1 agonist: agonists of human MrgX1 receptor | Q96LB2 | MrgX1-HEK293 cells, Fluo-4 calcium fluorescence, agonist mode; hits give high values | B-score at 10 µM | 0.44% of 310,000 active | AID 588627;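 active = calcium response B-score plate-corrected fluorescence ratio at least 3 library SD, with starting fluorescence B-score inside 5 SD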
#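 Assay system: stable human MrgX1 HEK293 cell line. Quantity: 15,000 cells per well. Schedule: cells plated overnight, dye loaded 0.5 h 37 °C, 0.5 h room temperature. Detection: Fluo-4 NW calcium-flux fluorescence, kinetic read. Read-out basis: peak-minus-minimum fluorescence over baseline, converted to B scores. Control set: positive and negative control wells on each plate.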
# TRPC6 inh: blocks the mouse TRPC6 cation channel; 1.1% of 310,000 active; Q61143; B-score at 10 µM; HEK293-TRPC6, membrane potential dye, ACh-evoked depolarization; hits give low values; AID 2553;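 active = B-score under library mean minus 3 SD, initial fluorescence not abnormally high, positive integrated signal ratio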;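 also: B-score derived from integrated fluorescence ratio over the kinetic read; more negative B-score means stronger inhibition of depolarization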
# ANO1 block: blocks the mouse calcium-activated chloride channel TMEM16A; normalized B-score (activity score, 25-100; higher = stronger inhibition) at 10 µM; 1.2% of 310,000 active; Q8BHY3; AID 588511; HEK293 TMEM16A/YFP iodide influx fluorescence, ionomycin;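 active = ratio plate-corrected score three or more library SD toward inhibition, starting fluorescence score within five deviations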;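 also: score derived from kinetic fluorescence span divided by baseline fluorescence per well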
# MrgX1 PAM: allosterically activates human MrgX1 receptor signaling; Q96LB2; MrgX1-HEK293, Fluo-4 calcium flux, FDSS; hits give high values; B-score at 10 µM; 0.63% of 310,000 active;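 active = plate-corrected calcium response at least 3 library SD above typical, normal starting fluorescence, not activating the receptor alone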;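 also: compound read alongside a low EC10 to EC30 dose of BAM8-22 agonist; peak minus trough fluorescence over baseline measured at the second addition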
# TRPC4 act: activators of mouse TRPC4 channel; Q9QUQ5; HEK293 TRPC4beta/mu-opioid, Fluo4 calcium fluorescence; hits give high values; B-score at 10 µM; 0.49% of 310,000 active;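 active = B-score above 5 SD of library B-scores, and initial fluorescence ratio not above library mean plus 5 SD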;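 also: positive B-score marks a calcium rise read as TRPC4 activation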
#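 Assay system: HEK293 cells stably co-expressing mouse TRPC4beta and mu-opioid receptor / Timing: Fluo4 dye loading 45 min at room temperature, 110 s recording / Signal: Fluo4 calcium-sensitive dye fluorescence, kinetic, 1 Hz baseline / Read-out: integrated baseline-normalised fluorescence ratio, converted to per-well B score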
# TRPC6 act: activators of mouse TRPC6 channel; Q61143; HEK293-TRPC6 membrane potential dye fluorescence; hits give high values; B-score at 10 µM; 0.13% of 310,000 active; AID 2550;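 active = B-score of the integrated fluorescence ratio above library mean plus 3 SD, and starting fluorescence ratio within library mean plus 5 SD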;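 also: higher score means more depolarization so channel activation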
# MrgX1 antag: human MrgX1 receptor antagonism, primary screen; MRGX1-HEK293 calcium flux, Fluo-4, BAM8-22 antagonism; hits give low values; B-score at 10 µM; 1.3% of 310,000 active; AID 588676;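 active = calcium-response B-score plate-corrected more than 3 library SD below zero, starting fluorescence within 5 deviations, no agonist response on first addition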;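 also: peak minus trough fluorescence over baseline after final BAM8-22 challenge near maximal dose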
# TMEM16A act: mouse TMEM16A channel activation, primary screen | Q8BHY3 | HEK293 TMEM16A/YFP-H148Q/I152L, iodide quench fluorescence; hits give low values | B-score at 10 µM | 0.3% of 340,000 active;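 active = fluorescence-ratio B-score plate-corrected deviation score at least 3 library SD below zero, with starting fluorescence score within 5 deviations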;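 also: channel opened by trigger with iodide after compound preincubation; score built on the fluorescence ratio of max minus min over baseline; more negative score means more quench and so TMEM16A activation or potentiation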
# Active calls of the source: *; i = inactive; . = not tested or not shown.
SMILES,SKKanGAS inh,TRPC4 PAM,TRPC4 block,MrgX1 agonist,TRPC6 inh,ANO1 block,MrgX1 PAM,TRPC4 act,TRPC6 act,MrgX1 antag,TMEM16A act
COc1ccccc1OCc1ccc(C(=O)NCC2CCCO2)o1 (centres undefined),5,i,i,i,i,i,i,i,i,i,i
CC(=O)Nc1ccc(S(=O)(=O)N2CCN(Cc3ccccc3[N+](=O)[O-])CC2)cc1,-12,i,i,i,i,i,i,i,i,i,i
C#Cc1ccc([C@@H]2C=C(C(=O)NCc3ccccc3)O[C@H](OCC)[C@H]2CCCO)cc1,0,i,i,i,i,i,i,i,i,i,i
COc1ccc(CNC(=O)c2sccc2C)cc1,0,i,i,i,i,i,i,i,i,i,i
COc1ccc(C(CC(=O)Nc2cc(C)ccn2)N2Cc3ccccc3C2=O)cc1 (centres undefined),-2,i,i,i,i,i,i,i,i,i,i
COc1ccc(C)cc1NC(=O)c1cccc(-c2ccc(OC(C)=O)cc2)c1,23,i,i,i,i,i,i,i,i,i,i
Cc1nn(C)c(C)c1NC(=O)C12CC3CC(CC(C3)C1)C2,-2,i,i,i,i,i,i,i,i,i,i
Cc1ccccc1N(C(=O)CNC(=O)c1ccco1)C(C(=O)NC1CCCC1)c1ccncc1 (centres undefined),15,i,i,i,i,i,i,i,i,i,i
O=C1c2ccccc2S(=O)(=O)N1CCOc1ccc(F)cc1,-12,i,i,i,i,i,i,i,i,i,i
C=C1C(=O)C=C2CN(C(=O)c3ccccc3)[C@@](Cc3ccc(F)cc3)(C(=O)OC)[C@@H]12,-9,i,i,47*,i,i,i,i,i,i,i
O=S(=O)(c1ccc(F)cc1)c1nc(-c2ccc(F)cc2)oc1NCCN1CCOCC1,3,i,i,.,i,.,.,i,i,.,i
CCOc1ccc(S(=O)(=O)N2CCCC(C(=O)NCc3ccccn3)C2)cc1Cl (centres undefined),-7,i,i,i,i,i,i,i,i,i,i
C=CCOc1cccc(C2C(C(=O)c3ccco3)=C(O)C(=O)N2Cc2ccco2)c1 (centres undefined),9,i,i,i,i,i,i,i,i,i,i
O=C(CSc1nnnn1-c1cccc(C(=O)O)c1)NC(c1ccccc1)c1ccccc1,4,i,i,i,i,i,i,i,i,i,i
CCNc1cc(N2CCOCC2)nc(SC)n1,-2,i,i,i,i,i,i,i,i,i,i
O=C(/C=C/c1ccc(F)cc1)NC(=S)N1CCN(c2ccccn2)CC1,1,i,i,i,i,i,i,i,i,i,i
COc1coc(C(O)C[N+](=O)[O-])cc1=O (centres undefined),-7,i,i,i,i,i,i,i,i,i,i
Cc1ccc(OCC(=O)Nc2ccc3c(c2)nc2n3CCOC2)cc1,-6,i,i,i,i,i,i,i,i,i,i
Clc1ccc2c(NCc3ccccn3)ccnc2c1,5,i,i,i,i,i,i,i,i,i,i
O=C(Nc1cccc2ccccc12)C1CCN(C(=O)Cc2ccccc2)CC1,-3,i,i,i,i,i,i,i,i,i,i
CCNc1nc(NC(C)(C)C)nc(SCC(N)=O)n1,-3,i,i,i,i,i,i,i,i,i,i
CC(=O)Nc1nonc1NC(C)=O,0,i,i,i,i,i,i,i,i,i,i
CCOC(=O)N1CCC(NC(=O)C2CCN(S(=O)(=O)c3c(C)noc3C)CC2)CC1,8,i,i,i,i,i,i,i,i,i,i
COc1ccc(CCNC(=O)C/C(C)=N/NC(=O)C2CCCCC2)cc1OC,-6,i,i,i,i,i,i,i,i,i,i
CCN(C(=O)CSC1=Nc2ccccc2C2CC=NN12)C1CCS(=O)(=O)C1 (centres undefined),-1,i,i,i,i,i,i,i,i,i,i

# Limited to MrgX1 antag and TRPC4 PAM, for two of the compounds above:
canonical_smiles | MrgX1 antag | TRPC4 PAM
O=C(CSc1nnnn1-c1cccc(C(=O)O)c1)NC(c1ccccc1)c1ccccc1 | i | i
C=CCOc1cccc(C2C(C(=O)c3ccco3)=C(O)C(=O)N2Cc2ccco2)c1 (centres undefined) | i | i

# The listing picks up, repeating the 5 entries before the break.
SMILES,SKKanGAS inh,TRPC4 PAM,TRPC4 block,MrgX1 agonist,TRPC6 inh,ANO1 block,MrgX1 PAM,TRPC4 act,TRPC6 act,MrgX1 antag,TMEM16A act
CCNc1nc(NC(C)(C)C)nc(SCC(N)=O)n1,-3,i,i,i,i,i,i,i,i,i,i
CC(=O)Nc1nonc1NC(C)=O,0,i,i,i,i,i,i,i,i,i,i
CCOC(=O)N1CCC(NC(=O)C2CCN(S(=O)(=O)c3c(C)noc3C)CC2)CC1,8,i,i,i,i,i,i,i,i,i,i
COc1ccc(CCNC(=O)C/C(C)=N/NC(=O)C2CCCCC2)cc1OC,-6,i,i,i,i,i,i,i,i,i,i
CCN(C(=O)CSC1=Nc2ccccc2C2CC=NN12)C1CCS(=O)(=O)C1 (centres undefined),-1,i,i,i,i,i,i,i,i,i,i
Cc1ccccc1Cn1nc(C)c(NC(=O)C(F)(F)F)c1C,0,i,i,i,i,i,i,i,i,i,i
CCOC(=O)C1=NNC2(c3ccc(C)cc3)C(=O)N(c3ccc(Cl)cc3)C(=O)C12 (centres undefined),5,i,i,i,i,i,i,i,i,i,i
O=C(NC1CC1)c1ccc2c(c1)ncn2C1CCCC1,-4,i,i,i,i,i,i,i,i,i,i
CC(C)(C)NC(=O)CN(CCN1CCOCC1)C(=O)CNS(=O)(=O)c1ccc(Cl)cc1,-4,i,i,i,i,i,i,i,i,i,i
O=C(NCCO)c1cccc(S(=O)(=O)N2CCCCC2)c1,1,i,i,i,i,i,i,i,i,i,i
NC(=O)C1CCN(CC(=O)Nc2ccccc2Sc2ccccc2)CC1,2,i,i,i,i,i,i,i,i,i,i
CC(CCc1ccccc1)N1CCN(Cc2ccccc2)CC1 (centres undefined),-3,i,i,i,i,i,i,i,i,i,i
O=C(c1ccc(COc2ccc(F)cc2)o1)n1cccn1,2,i,.,i,i,i,i,i,i,i,i
COc1ccc(CNC(=O)CCN2C(=S)NC(C)(C)CC2C)cc1 (centres undefined),-1,i,i,i,i,i,i,i,i,i,i
CCC(=O)Nc1cccc(NC(=O)CSc2nnnn2Cc2ccccc2)c1,-5,i,i,i,i,i,i,i,i,i,i
COc1ccc(OC)c(NC(=O)/C=C/c2ccccc2[N+](=O)[O-])c1,5,i,i,i,i,i,i,i,i,i,i
CCCn1nc(NC(=O)c2cccs2)c2cc3cc(C)ccc3nc21,35,i,i,i,i,i,i,i,i,i,i
COc1ccc(OC)c(S(=O)(=O)Nc2ccc(O)c3ccccc23)c1,37,i,i,i,i,i,i,i,i,i,i
CC1CC(=O)c2cnc(Nc3ccccc3)nc2C1 (centres undefined),-6,i,i,i,i,i,i,i,i,i,i
CC(C)Nc1nc(NC(C)C)nc(Nn2cnnc2)n1,-5,i,i,i,i,i,i,i,i,i,i
CCOC(=O)C1CCCN(c2ccc(NC(=O)c3snc4c(=O)[nH]cnc34)cc2)C1 (centres undefined),42,i,i,i,i,i,i,i,i,i,i
COCCCNC(=O)c1cc(OC)c(OC)c(OC)c1,3,i,i,i,i,i,i,i,i,i,i
O=C(Nc1ccccn1)c1cc(-n2cnnc2)ccc1Cl,-1,i,i,i,i,i,i,i,i,i,i
CCCC(=O)Nc1c2c(nn1-c1ccc([N+](=O)[O-])cc1)CS(=O)(=O)C2,0,i,i,i,i,i,i,i,i,i,i
COc1ccc(-c2csc3nc(C)nc(N4CCCCC4)c23)cc1OC,2,i,i,i,i,i,i,i,i,i,i
Cn1c(=O)[nH]c(=O)c2[nH]c(NCCCN3CCOCC3)nc21,4,i,i,i,i,i,i,i,i,i,i
COc1cc(CC(NC(C)=O)C(=O)NC2CCN(C(=O)Nc3ccccc3Cl)CC2)cc(OC)c1 (centres undefined),-10,i,i,i,i,i,i,i,i,i,i
COCCCNC(=O)C(=O)N/N=C/c1cc2c(cc1Br)OCO2,-4,i,i,i,i,i,i,i,i,i,i
Cc1cccc(N2CCN(C(=O)c3cc(COc4ccc(F)c(F)c4)on3)CC2)n1,-7,i,i,i,i,i,i,i,i,i,i
CC(=O)N1c2ccc(S(=O)(=O)N3CCCCC3)cc2CC1C(=O)Nc1cccc(C)c1 (centres undefined),-1,i,i,i,i,i,i,i,i,i,i

# Further compounds follow.
SMILES,SKKanGAS inh,TRPC4 PAM,TRPC4 block,MrgX1 agonist,TRPC6 inh,ANO1 block,MrgX1 PAM,TRPC4 act,TRPC6 act,MrgX1 antag,TMEM16A act
CCCC[n+]1ccn(C2=C([O-])c3ccccc3C(=O)/C2=N\S(=O)(=O)c2ccc(Br)cc2)c1,28,i,i,i,i,i,i,i,i,i,i
CNc1cnn(-c2ccc(C)cc2)c(=O)c1Sc1ccc(C)cc1,4,i,i,i,i,i,i,i,i,i,i
CCc1ccc(NC(=O)CS(=O)CC(=O)Nc2ccc(N3CCOCC3)cc2)cc1 (centres undefined),1,i,i,i,i,i,i,i,i,i,i
CCOC(=O)c1c(NC(=O)CSc2nnnn2C)sc(C(=O)N(C)C)c1C,2,i,i,i,i,i,i,i,i,i,i
CCOC(=O)N1CCC2(CC1)C(C#N)=C(N)OC1=C2C(=O)CC(C)C1 (centres undefined),8,i,i,i,i,i,i,i,i,i,i
CCOC(=O)c1c(NC(=O)Cn2nnc(-c3ccc(Cl)cc3)n2)sc(C)c1C,7,i,i,i,i,i,i,i,i,i,i
CN(C(=O)c1ccncc1)c1nnc(-c2cnccn2)s1,-2,i,i,i,i,i,i,i,i,i,i
Cc1ccc(NC(=O)CSc2nc3ccccc3c3nc4ccccc4n23)cc1,5,i,i,i,i,i,i,i,i,i,i

# Screening results as filed in PubChem.
